hERG protect: compounds protecting human hERG from proarrhythmic drug block. CHO-hERG, FluxOR thallium flux, dofetilide IC70 present. activation (rescue from dofetilide block), less the hit threshold, % at 10 µM. 0.51% of 310,000 active;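 active means activation above the mean of controls blocked by dofetilide plus 5 SD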;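 further: thallium influx through hERG after potassium depolarization seen as dye fluorescence rise; in these data hits start at about 4.7%; inactives centre near -7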
KCNQ1 act: potentiators or activators of human KCNQ1 potassium channel; P51787; CHO-K1 KCNQ1, thallium flux FluxOR fluorescence; hits give high values; B-score at 10 µM; 0.35% of 310,000 active; AID 2648;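 active means fluorescence ratio B-score, a plate-corrected score, at least three library SD, with initial intensity B-score within 5 SD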
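assay system = KCNQ1-transfected CHO-K1 cells | medium = assay buffer with matched DMSO | probe or stimulus = depolarizing K+/Tl+ stimulus, K2SO4 and Tl2SO4 each 12.5 mM in 5x stock | dosing = single dose | incubation = dye 90 min, compound 20 min, room temperature | detection = kinetic FluxOR fluorescence, 10 s baseline plus 110 s post-stimulus | evaluation = ratio B score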
GSK3 alpha inh: blocks human GSK-3 alpha kinase. ADP-Glo luminescence, 60 min. AID 2650. P49840. inhibition, % at 10 µM. 0.1% of 320,000 active;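 in the data active means inhibition above about 50%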;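 further: GST-tagged GSK-3 alpha with peptide substrate and 25 µM ATP; 0% = DMSO neutral wells and 100% = GW8510 positive control wells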
KCNK3 block: human KCNK3 channel inhibition, primary screen | CHO-KCNK3 thallium flux, FluxOR fluorescence; hits give low values | B-score at 10 µM | 0.84% of 340,000 active | AID 602410;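 active means B-score under library mean minus 4 SD, starting fluorescence ratio at most library mean plus 5 SD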;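 further: more negative B-score means stronger inhibition of thallium flux through KCNK3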
Target sequence (O14649 whole entry, looked up): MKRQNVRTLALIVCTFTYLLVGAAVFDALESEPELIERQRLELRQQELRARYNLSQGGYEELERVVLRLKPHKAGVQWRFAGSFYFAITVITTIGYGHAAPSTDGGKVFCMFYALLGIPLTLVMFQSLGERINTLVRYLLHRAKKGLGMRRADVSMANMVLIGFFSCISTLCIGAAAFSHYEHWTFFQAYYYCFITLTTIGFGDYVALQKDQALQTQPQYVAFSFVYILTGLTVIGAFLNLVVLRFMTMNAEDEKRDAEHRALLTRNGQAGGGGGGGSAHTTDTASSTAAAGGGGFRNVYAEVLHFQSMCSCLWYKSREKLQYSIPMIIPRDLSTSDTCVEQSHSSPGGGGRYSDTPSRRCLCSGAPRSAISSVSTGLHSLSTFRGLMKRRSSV
DYRK1A inh: Dyrk1A (rat) kinase inhibition; ADP-Glo luminescence, NFATc1 peptide; Q63470; inhibition, % at 12.5 µM; 0.43% of 310,000 active; in the data active means inhibition above about 50%;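 further: plate controls were vehicle with enzyme for no effect and no enzyme for full effect; many of its hits are not listed in these tables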
PolyA inh: inhibitors of polyadenylation in S. cerevisiae | calls only at 12 µM | 0.02% of 300,000 active | AID 1875 | S. cerevisiae SKY197-pL101 polyadenylation reporter, beta-gal luminescence; efflux-impaired pdr1/pdr3 knockout yeast; score 100 = 6 SD above DMSO;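 active means lowest replicate activity score at least 50, where 100 means six control SD above control mean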;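 further: yeast exposed to compound for 9 h at 30 °C; higher score means more reporter readthrough which indicates perturbed polyadenylation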
KCNK9 inh: inhibitors of human KCNK9 two-pore domain potassium channel; HEK293 KCNK9, FluxOR thallium flux fluorescence; hits give low values; B-score at 10 µM; 1.2% of 310,000 active;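 active means ratio B-score over 3 SD below the library mean, with starting fluorescence within 5 SD of its mean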;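 further: negative B-score means less thallium flux so channel inhibition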
Target sequence (Q9NPC2 whole entry, looked up, the tested form may be a part): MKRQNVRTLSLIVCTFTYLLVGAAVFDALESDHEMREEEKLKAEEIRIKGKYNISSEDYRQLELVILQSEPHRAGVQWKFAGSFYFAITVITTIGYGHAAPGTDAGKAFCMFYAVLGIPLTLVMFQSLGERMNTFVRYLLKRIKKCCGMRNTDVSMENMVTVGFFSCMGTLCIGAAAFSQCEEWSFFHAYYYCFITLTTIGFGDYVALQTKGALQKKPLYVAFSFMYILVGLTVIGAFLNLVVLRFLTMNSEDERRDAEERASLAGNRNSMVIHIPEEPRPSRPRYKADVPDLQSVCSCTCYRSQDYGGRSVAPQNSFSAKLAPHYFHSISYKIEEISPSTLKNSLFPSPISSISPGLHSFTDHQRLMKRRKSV
KCNQ1 block: blocks the human KCNQ1 potassium channel | P51787 | CHO-K1 KCNQ1, FluxOR thallium flux fluorescence; hits give high values | B-score at 10 µM | 1.3% of 310,000 active | AID 2642;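 active means compounds whose thallium flux B-score, printed positive for inhibition, exceeds three library SD while starting fluorescence stays within three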;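 further: channel opened by potassium depolarization with thallium stimulus after 20 min compound exposure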
RGS4 act: potentiators or activators of RGS4 | HEK293 M3R/inducible RGS4, carbachol calcium flux Fluo4; hits give low values | B-score at 10 µM | 0.92% of 310,000 active;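 active means B-score of the integrated calcium signal more than 4 SD below the library mean, with starting fluorescence not abnormally high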;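 further: negative B-score means reduced calcium response which marks RGS4 activation or potentiation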
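test system = HEK293 cells with stable M3R and inducible RGS4 | schedule = recording 10 s baseline at 1 Hz, 100 s post-agonist | technique = Fluo4-AM (2 µM) calcium-flux fluorescence, kinetic read | measure = Agonist-evoked peak-minus-minimum fluorescence over baseline, integrated ratio, B score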
HDAC3 inhib: blocks human histone deacetylase 3; 0.15% of 320,000 active; O15379; AID 2718; inhibition, % at 8.3 µM; recombinant HDAC3, fluorogenic peptide/trypsin coupled, fluorescence; in the data active means inhibition above about 26%, passing the limit was not always enough
GSK3beta inhib: inhibitors of human GSK3beta kinase | 0.038% of 300,000 active | activity score (negative = inhibition), % at 10 µM | AID 2097 | GST-GSK3beta kinase, ADP-Glo luminescence, 60 min; hits give low values | P49841;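 active means more than half of replicate wells score below -50%, meaning over 50% inhibition versus plate controls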;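 further: 0% = median DMSO wells and -100% = median GW8510 positive control wells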
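Test system: GST-fused GSK3beta enzyme, cell-free | Quantity: 1.6 ng GST-GSK3beta enzyme per well | Reagent: 25 µM ATP with peptide substrate | Schedule: 60 min enzyme reaction, room temperature | Signal: Luminescent ADP-Glo measurement of ADP formed | Read-out basis: Score relative to plate controls | Control set: DMSO and 20 µM GW8510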
Active calls of the source: *; i = inactive; nt = not tested or not shown.

SMILES | hERG protect | KCNQ1 act | GSK3 alpha inh | KCNK3 block | DYRK1A inh | PolyA inh | KCNK9 inh | KCNQ1 block | RGS4 act | HDAC3 inhib | GSK3beta inhib
CN(C(=O)CO/N=C/c1ccc(OC(F)F)cc1)C1CCS(=O)(=O)C1 (centres undefined) | -12 | i | 0 | i | -3 | i | i | i | i | 8 | 2
COc1ccc(C(=O)Nc2nc3ccccc3c(=O)[nH]2)cc1 | -9 | i | -2 | i | 7 | i | i | i | i | -9 | -1
O=C(NCc1ccco1)c1nc2ncccn2n1 | 0 | i | 2 | i | 0 | nt | i | i | i | 3 | 0
O=C(NC(=S)Nc1cccc2cccnc12)c1ccccc1 | -5 | i | -1 | i | -2 | i | i | i | i | 2 | -1
CCOC(=O)CN1C(=O)S/C(=C/c2cc(C)n(-c3ccccn3)c2C)C1=O | -2 | i | 0 | i | 18 | i | i | i | i | 1 | 1
Cc1nnc(C)n1/N=C/c1cccc(Oc2ccccc2)c1 | -4 | i | 0 | i | -1 | i | i | i | i | -10 | -1
COc1ccc(/C(O)=C2/C(=O)C(=O)N(CCCN(C)C)C2c2ccc(Cl)cc2)cc1OC (centres undefined) | -4 | i | -2 | i | 2 | i | i | i | i | 13 | 4
NC(=S)N=Nc1c(O)n(CC(=O)Nc2ccccc2)c2ccccc12 | -4 | i | -3 | i | 4 | i | i | i | i | 2 | 2
Cc1cc(C)nc(CCNC(=O)c2cc(COc3ccc(F)cc3F)on2)n1 | -11 | i | nt | i | -4 | i | i | i | i | 2 | 7
Cc1ccc(CCC(=O)Nc2ccc([N+](=O)[O-])cc2Cl)o1 | -5 | i | 6 | i | 4 | i | i | i | i | 2 | 0
Cc1ccc(N2CCN(C(=O)c3cccs3)CC2)c(C)c1 | -4 | i | -2 | i | 11 | i | i | i | i | 2 | nt
Cc1ccc(NC(=O)COc2ccc(S(=O)(=O)N3CCOCC3)cc2)cc1 | -6 | i | 0 | i | -4 | i | i | i | i | -3 | 3
CCN(CC)C(=O)c1ccc2nc(-c3ccccc3)c(-c3ccccc3)nc2c1 | -7 | i | -1 | i | 2 | i | i | i | i | -14 | 5
CC1(C)CC(=O)C=C(NCCO)C1 | -6 | i | 0 | i | -3 | i | i | i | i | -2 | 0
COC(=O)c1sccc1NC(=O)CSc1ccccc1NC(=O)CNC(C)C | -4 | i | -2 | i | 4 | i | i | i | i | 1 | 1
COC(=O)c1sc(SC)c2c1CC(C)(C)C/C2=N/O | -4 | i | -3 | i | 0 | i | i | i | i | 13 | -1
CCOC(=O)C1=C(COC(=O)COc2ccc(OCC)cc2)NC(=O)NC1C (centres undefined) | -9 | i | -2 | i | 21 | i | i | i | i | 0 | 1
CN1CCN(C(=O)CCCOc2ccc(Cl)cc2Cl)CC1 | -13 | i | -2 | i | -3 | i | i | i | i | -2 | 0
Cc1ccc(C)c(OCCCNCc2ccccc2)c1 | -9 | i | -1 | i | nt | i | i | i | i | 1 | -5
COCCNC(=O)c1c[nH]c2ccc(S(=O)(=O)Nc3ccc(F)cc3F)cc2c1=O | -8 | i | 7 | i | 1 | i | i | i | i | 0 | -1
O=C(CCN1CCN(Cc2ccccc2)CC1)Nc1ccc(OCc2ccccc2)cc1 | -24 | i | 1 | i | -2 | i | i | i | i | -4 | 0
CC1CCN(C(=O)CSc2ccc(-c3cccnc3)nn2)CC1 | -6 | i | -2 | i | nt | i | i | i | i | -8 | 1
O=C(Nc1nccs1)c1ccccc1Br | 2 | i | 2 | i | 4 | i | i | i | i | -6 | -1
CCc1cccc(C)c1NC(=S)N1CCCC1C(=O)O (centres undefined) | -2 | i | 3 | i | -7 | i | i | i | i | 3 | 1
CCOC(=O)CCC(=O)OCC(=O)NC(C)C1CC2CCC1C2 (centres undefined) | -6 | i | 1 | i | 4 | i | i | i | i | -1 | -2
c1ccc2c(CNCCN3CCOCC3)cccc2c1 | -7 | i | -1 | i | 15 | i | i | i | i | 0 | 2
Cc1cc(C(=O)COC(=O)C2=NN(c3ccccc3)C(=O)CC2)c(C)n1CC(F)(F)F | -1 | i | 1 | i | 3 | i | i | i | i | 7 | -2
COc1cc(/C=C/C(=O)O)cc(S(=O)(=O)N2CCN(S(=O)(=O)c3ccc(Cl)cc3)CC2)c1OC | -6 | i | -3 | i | 3 | i | i | i | i | 0 | 0
N#C/C(=C\c1ccccc1)C(=O)Nc1ccccn1 | 2 | i | 0 | i | 3 | i | i | i | i | -10 | -2
COc1ccc(Nc2nc(Cl)nc(NCc3ccco3)n2)cc1 | -4 | i | -1 | i | 1 | i | i | i | i | -5 | -4
C/C(=N/NS(=O)(=O)c1ccc(C)cc1)[C@H]1C[C@@H]1c1ccccc1 | -12 | i | -4 | i | 6 | i | i | i | i | nt | 2
O=C(NCCc1ccccc1)C(=O)N/N=C/c1ccccc1C(F)(F)F | 3 | i | 0 | i | -6 | i | i | i | i | -1 | -4
O=C(N/N=C/c1cccnc1)c1ccccc1[N+](=O)[O-] | 1 | i | 1 | i | 2 | i | i | i | i | 3 | -3
Cn1c(CC(=O)Nc2ccccc2F)nnc1SCC(=O)Nc1ccccc1Br | -10 | i | -1 | i | 1 | i | i | i | i | -1 | 1
N=c1ccn(Cc2ccc(Cl)cc2)cc1 | -7 | i | 1 | i | 12 | i | i | i | i | -1 | 3
CCOC(=O)c1[nH]c2ccccc2c1NC(=S)Nc1ccccc1C | -13 | i | 3 | i | 10 | i | i | i | i | 0 | -6
CCOC(=O)CN1C(=O)C(=O)N(Cc2c(F)cccc2Cl)C1=O | -3 | i | -1 | i | -6 | i | i | i | i | 2 | 2
COc1ccc(-c2nnc(SCc3nnc(-c4ccccc4)o3)n2-c2ccccc2)cc1 | -10 | i | 0 | i | -7 | i | i | i | i | 6 | 2
CCOC(=O)c1c(NC(=O)Cn2cnc3sc(C)c(-c4ccccc4)c3c2=O)sc(C)c1C | -8 | i | nt | i | 4 | i | i | i | i | -2 | -5
COc1ccccc1NS(=O)(=O)c1cc(C(=O)NCC(c2ccco2)N(C)C)ccc1C (centres undefined) | -14 | i | -2 | i | 5 | i | i | i | i | -5 | -3
O=S(=O)(c1ccccc1)N1CN(Cc2ccc(F)cc2)c2nc3ccccc3nc21 | -11 | i | 0 | i | -6 | i | i | i | i | -2 | 1
O=C1CCCN2N=C(SCC(=O)Nc3ccccc3C(F)(F)F)SC2=N1 | -9 | i | -2 | i | nt | i | i | i | i | -1 | 0
Brc1ccc(-c2nnc3sc(CNC4CCCC4)cn23)cc1 | -6 | i | -2 | i | 2 | i | i | i | i | 1 | 0
Nc1cc(=O)[nH]c(SCC(=O)Nc2ccccc2-c2ccccc2)n1 | -17 | i | -10 | i | -5 | i | i | i | i | -6 | 0
CCCCNC(=O)c1cn(CC)c2cc(N3CCN(C)CC3)c(F)cc2c1=O | -9 | i | 3 | i | nt | i | i | i | i | nt | -1
CCOC(=O)C1=C(COC(=O)CNC(=O)c2ccc(C)cc2)NC(=O)NC1C (centres undefined) | -9 | i | -1 | i | 3 | i | i | i | i | 1 | 6
O=C(Nc1ccc(Br)cc1)Nc1cnccn1 | -11 | i | nt | i | 11 | i | i | 7* | i | nt | -1
CC(OC(=O)c1ccc(NS(=O)(=O)c2cccs2)cc1)C(=O)N(C)C1CCCCC1 (centres undefined) | -15 | i | nt | i | 0 | i | i | i | i | 0 | -1
CCC(C)NS(=O)(=O)c1ccc(F)c(C(=O)Nc2c(F)cc(F)cc2Br)c1 (centres undefined) | 2 | i | -2 | i | 1 | i | i | i | i | -1 | 2
CCc1ccc2[nH]c3nc(SCc4nnc(-c5ccccc5)o4)nnc3c2c1 | -7 | i | 0 | i | -6 | i | i | i | i | 2 | 2
Cn1sc(NC(=O)c2ccc(Cl)cc2)nc1=O | -10 | i | 0 | i | 1 | i | i | i | i | -5 | 0
CC(C)On1c(SC(C)C)nc2ccccc2c1=O | -12 | i | -3 | i | -1 | i | i | i | i | 2 | 2
CC1(C)CC(=O)C(C(c2cccnc2)C2C(=O)CC(C)(C)CC2=O)C(=O)C1 | -5 | i | -2 | i | 2 | i | i | i | i | 4 | 1
O=C(c1ccco1)N1CCn2cccc2C1c1ccccc1 (centres undefined) | -10 | i | 0 | i | nt | i | i | i | i | 2 | 1
COc1cc(SC)ccc1C(=O)N1CCCCCC1 | -14 | i | nt | i | -4 | i | i | i | i | -4 | 2
Cc1ccc(SCCNC(=O)c2ccc(C)c([N+](=O)[O-])c2)cc1 | -15 | i | 5 | i | -2 | i | i | i | -7* | 7 | -1
COc1ccc(-c2csc(NC(=O)c3ccoc3C)n2)cc1 | -13 | i | -9 | i | 5 | i | i | i | i | -22 | -6
Cc1ccc(-n2c(C)nnc2SCC(=O)N2CCc3ccccc3C2)cc1C | -11 | i | 1 | i | 6 | i | i | i | i | 8 | -1
CCC(C)[C@H](N)C(=O)NC[C@H]1CC[C@H](C(=O)N[C@@H](Cc2ccccc2)C(=O)O)CC1 (some centres undefined) | -7 | i | -2 | i | 0 | i | i | i | i | -9 | 1
CCOc1cccc(-c2nnc3sc(-c4cccs4)nn23)c1 | -11 | i | -1 | i | 7 | i | i | i | i | 11 | 0

More compounds
SMILES | hERG protect | KCNQ1 act | GSK3 alpha inh | KCNK3 block | DYRK1A inh | PolyA inh | KCNK9 inh | KCNQ1 block | RGS4 act | HDAC3 inhib | GSK3beta inhib
CCCN(CCC)C(=O)/C=C/c1cccc([N+](=O)[O-])c1 | -13 | i | -1 | i | -5 | i | i | i | i | 0 | 2
CC(=O)c1cccc(NC(=O)CC2CCCC2)c1 | -5 | i | 1 | i | -4 | i | i | i | i | 1 | 2
COc1ccc(N2CCN(C(=O)C3CCN(C(=O)c4ccccc4Cl)CC3)CC2)cc1 | -1 | i | -1 | i | -2 | i | i | i | i | -10 | 1
O=C(Nc1nc(-c2ccccc2)cs1)c1ccccc1NS(=O)(=O)c1ccc(F)cc1 | -29 | i | -6 | i | -1 | i | i | 10* | -7.2* | -2 | 4

With a hit mark in KCNQ1 block (from the list above):
canonical_smiles	KCNQ1 act	GSK3 alpha inh	KCNK3 block	DYRK1A inh	PolyA inh	KCNK9 inh	KCNQ1 block	HDAC3 inhib	GSK3beta inhib
O=C(Nc1ccc(Br)cc1)Nc1cnccn1	i	nt	i	11	i	i	7*	nt	-1
O=C(Nc1nc(-c2ccccc2)cs1)c1ccccc1NS(=O)(=O)c1ccc(F)cc1	i	-6	i	-1	i	i	10*	-2	4

Assay outcomes (PubChem BioAssay)

Only part of the results is shown; count on the stated rates, not on these rows.
